Screens: PubChem BioAssay, National Center for Advancing Translational Sciences (NCATS)
PLK1 PBD block: qHTS for Inhibitors of PLK1-PDB (polo-like kinase 1 - polo-box domain): Primary Screen | Potency, µM, for inactives: max response, negative = inhibition, actives largely listed as inhibitors | AID 720504, 2013 | 360,000 tested, 2.8% active | Plk1 PBD binding of FITC phosphopeptide, fluorescence polarization | Serine/threonine-protein kinase PLK1 (Homo sapiens), P53350; also: potency is read from the fitted curve at half-maximal effect; series mostly up to about 57 µM; % is scaled to controls: 0 for no effect and ±100 for the full control effect; nearly all actives have a fitted effect of over 65% in size
Target sequence (P53350 whole entry, looked up, the tested form may be a part): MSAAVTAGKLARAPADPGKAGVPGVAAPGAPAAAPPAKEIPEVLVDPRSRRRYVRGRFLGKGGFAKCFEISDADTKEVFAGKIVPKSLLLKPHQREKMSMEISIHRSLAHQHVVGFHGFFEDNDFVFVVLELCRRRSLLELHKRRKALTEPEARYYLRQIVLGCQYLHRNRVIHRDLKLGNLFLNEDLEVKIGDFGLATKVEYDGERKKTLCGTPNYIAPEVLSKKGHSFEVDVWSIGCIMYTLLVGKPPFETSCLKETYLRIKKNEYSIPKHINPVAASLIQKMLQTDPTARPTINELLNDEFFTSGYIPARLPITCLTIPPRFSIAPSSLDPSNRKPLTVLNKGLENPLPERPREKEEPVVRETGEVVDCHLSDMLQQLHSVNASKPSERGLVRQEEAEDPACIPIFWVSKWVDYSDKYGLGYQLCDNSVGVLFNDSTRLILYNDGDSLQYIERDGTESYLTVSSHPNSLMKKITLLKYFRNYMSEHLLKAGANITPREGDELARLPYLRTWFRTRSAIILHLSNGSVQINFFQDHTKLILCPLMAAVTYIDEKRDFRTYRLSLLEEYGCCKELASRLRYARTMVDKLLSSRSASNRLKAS
EPAC1 agonist: qHTS for Agonist of cAMP-regulated guanine nucleotide exchange factor 3 (EPAC1): primary screen; Potency, µM (highest dose often 154 µM), for the others: top-dose activation, actives largely listed as activators; EPAC1 agonist qHTS, biochemical assay; response scale: 100% = response to 6.5 mM cAMP; Rap guanine nucleotide exchange factor 3 (Homo sapiens), O95398; 360,000 tested, 0.073% active; also: potency is read from the fitted curve at half-maximal effect; nearly all actives have a fitted effect of over 60% in size
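Multi-concentration qHTS readout: loss of Rap1B-bound BODIPY-GDP fluorescence driven by 100 nM EPAC1 with excess GDP (50 uM), monitored kinetically at room temperature; agonist response expressed relative to 6.5 mM cAMP.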
WRN inhibitor: qHTS for Inhibitors of WRN Helicase; AID 651768, 2012; WRN helicase unwinding, fluorescent forked duplex, kinetic; Bifunctional 3'-5' exonuclease/ATP-dependent helicase WRN (Homo sapiens), Q14191; Potency, µM (doses to about 114 µM), for the others: at the highest dose activity change, negative = inhibition, usual class: inhibitors; 360,000 tested, 0.46% active; also: potency is read from the fitted curve at half-maximal effect; % is scaled to controls: 0 for no effect and ±100 for the full control effect; nearly all actives have a fitted effect of over 55% in size
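Kinetic red-fluorescence monitoring (525/598 nm) tracks WRN helicase activity after 100 nM fluorophore-quencher forked duplex and 2 mM ATP are added to 20 nM enzyme pretreated 15 min at room temperature with compound.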
PI5P4Ka inh: qHTS for Inhibitors of phosphatidylinositol 5-phosphate 4-kinase (PI5P4K); PI5P4Kalpha enzyme, ADP-Glo luminescence, 60 min; hits give low values; max response, %; 330,000 tested, 1.2% active; active = max response of -50% or lower; inconclusive = between -30% and -50%; inactive = -30% or higher; also: value at the top dose of about 77 µM; % is scaled to controls: 0 for no effect and ±100 for the full control effect
Target sequence (P48426 whole entry, looked up): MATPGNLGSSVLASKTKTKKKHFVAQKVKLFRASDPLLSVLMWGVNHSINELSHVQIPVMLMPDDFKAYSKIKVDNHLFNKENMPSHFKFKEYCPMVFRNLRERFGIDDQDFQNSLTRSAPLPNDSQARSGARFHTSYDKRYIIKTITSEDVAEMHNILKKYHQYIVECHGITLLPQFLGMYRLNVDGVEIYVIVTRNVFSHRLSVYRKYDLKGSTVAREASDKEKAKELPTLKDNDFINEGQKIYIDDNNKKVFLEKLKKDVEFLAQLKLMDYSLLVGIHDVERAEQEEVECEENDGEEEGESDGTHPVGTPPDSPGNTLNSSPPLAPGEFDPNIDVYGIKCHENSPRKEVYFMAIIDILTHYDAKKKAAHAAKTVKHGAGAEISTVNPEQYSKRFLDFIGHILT
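Human PI5P4Kalpha with substrate in 0.038 M HEPES pH 7.4, 0.28 mM EGTA, 0.1% CHAPS, 5% DMSO; reaction started with 5 microM ATP (final), 60 min at room temperature. ADP formed read by ADP-Glo luminescence.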
EPAC1 antagonist: qHTS for Antagonist of cAMP-regulated guanine nucleotide exchange factor 3 (EPAC1): primary screen; 360,000 tested, 0.14% active; Rap guanine nucleotide exchange factor 3 (Homo sapiens), O95398; Potency, µM (titrated, usually from 115 µM), for the others: at the top dose activity change, negative = inhibition, usual class: inhibitors; EPAC1 GEF assay, Rap1b-BODIPY-GDP exchange fluorescence;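 also: potency is read from the fitted curve at half-maximal effect; plate controls were vehicle for no effect and positive control for full effect; nearly all actives have a fitted effect of over 50% in size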
FUS yeast rescue: qHTS for Suppressors of FUS Proteinopathy: Primary screen using FUS-linked yeast assay | S. cerevisiae FUS-expressing, growth rescue, OD600, 24 h | Potency, µM (doses to about 76.6 µM), without a hit: at the top dose growth rescue (activation), hits mostly activators | 390,000 tested, 0.24% active | AID 1347120, 2019;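 also: potency is read from the fitted curve at half-maximal effect; plate controls were DMSO vehicle for no effect and reference control for full effect; nearly all actives have a fitted effect of over 55% in size; some results filed as inactive show a strong effect at the top dose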
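Quantitative HTS measuring growth restoration of FUS-toxic yeast. Galactose-induced cells (OD 0.005) were exposed 24hr at 30C to compounds at several concentrations, then absorbance at 600 nm was recorded.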
IL2 activator: qHTS of IL-2 Activators | activation, % (series mostly up to about 46 µM) | 360,000 tested, 0.065% active | IL-2 activation reporter assay, cell-based qHTS; stimulated with anti-CD3/CD4/CD28 beads; in transgenic mouse T cells; in the data active = activation above about 50%; inconclusive = mostly about 30% to 49%; also: 0% is about no effect
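First, unstimulated transgenic mouse T cells were exposed to compound for 60 min. Next, anti-CD3/anti-CD4-coated beads with anti-CD28 were added. Finally, after 18 h at 37 degrees C, EGFP and DsRed were imaged.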
Abeta rescue: qHTS for compounds that reverse cellular toxicity of Amyloid beta (A-beta) peptide in yeast: Primary Screen | yeast expressing A-beta42, growth rescue, OD600, 48 h; response scale: 0% DMSO, 100% iron-clioquinol control | AID 1347071, 2019 | Potency, µM (series often up to 46.1 µM), for the others: at the top dose growth rescue, actives largely listed as activators | 410,000 tested, 0.063% active; also: potency is read from the fitted curve at half-maximal effect; nearly all actives have a fitted effect of over 55% in size
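Yeast growth medium received pinned compounds, then yeast cells expressing toxic A-beta were added; plates incubated at 30 C for 48 hr. Growth read as absorbance at 600 nm, normalized to DMSO and equimolar FeCl3 plus clioquinol controls.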
* = called active by the depositor; ? = inconclusive; . = no result given; [ ] = remark or other dose. Unless noted, calls follow the shape of the dose curve; as a rule, active = well fitted curve in the direction sought with a large enough effect; inconclusive = small, poorly fitted or top-dose-only effect, or another doubt; inactive = no such curve, though single readings can be large; an effect the other way counts as inactive or inconclusive.

1. COc1ccccc1CNC(=O)C1Cc2ccccc2C(=O)O1 (stereo not drawn)
2. CCc1ccc(C(C)NC(=O)/C(C#N)=C\c2cn[nH]c2-c2ccccc2)cc1 (stereo not drawn)
3. CCOc1ccc(CCNC(=O)CCc2c(C)nc3ncnn3c2C)cc1OCC
4. Cc1cc(C(F)(F)F)nc(SCC(=O)NC2CC3CCC2C3)n1 (stereo not drawn)
5. CC1CCCC(C)N1C(=O)Cc1ccccc1 (stereo not drawn)
6. Cc1ccc(NC(=S)N(CCN2CCOCC2)Cc2ccccc2F)cc1
7. COc1ccc(NC(=S)Nc2cccc(C(C)=O)c2)cc1OC
8. O=c1c2cc(-c3ccccc3)sc2nc2n1N=C(c1cccs1)CS2
9. CCC(=O)NC(O)C(=O)c1ccc(C)cc1 (stereo not drawn)
10. O=C(Nc1ccc(Br)cc1F)C1CCCN(S(=O)(=O)c2cnc[nH]2)C1 (stereo not drawn)

Compound	1	2	3	4	5	6	7	8	9	10
PLK1 PBD block	?	-3%	-6%	-6%	-1%	-11%	?	-20%	-8%	-2%
EPAC1 agonist	4%	17%	6%	14%	4%	-10%	6%	6%	14%	-5%
WRN inhibitor	1%	-12%	-1%	6%	-7%	6%	-8%	-6%	7%	9%
PI5P4Ka inh	3	.	2	1	.	-6	-10	-9	-1	-9
EPAC1 antagonist	-19%	-18%	2%	0%	-14%	9%	2%	.	4%	1%
FUS yeast rescue	4%	?	4%	30%	24%	11%	18%	46%	7%	-22%
IL2 activator	0.3	-2.6	-2.0	-0.4	-0.8	0.2	2.3	-0.7	-2.1	-2.5
Abeta rescue	-9%	-3%	9%	8%	9%	7%	-12%	-18%	-3%	0%

Sorted by value in PLK1 PBD block (descending): 3 of the compounds above.
item | Compound | PLK1 PBD block
10 | O=C(Nc1ccc(Br)cc1F)C1CCCN(S(=O)(=O)c2cnc[nH]2)C1 (stereo not drawn) | -2%
2 | CCc1ccc(C(C)NC(=O)/C(C#N)=C\c2cn[nH]c2-c2ccccc2)cc1 (stereo not drawn) | -3%
3 | CCOc1ccc(CCNC(=O)CCc2c(C)nc3ncnn3c2C)cc1OCC | -6%

(continued)
11. CCOc1ccc(C(=O)NC(=S)NCc2cccnc2)cc1[N+](=O)[O-]
12. Cc1ccc(N2CCN(C(=O)c3cccs3)CC2)cc1C
13. Cc1c(CCC(=O)N2CCC(C(=O)O)(c3ccccc3)CC2)c(=O)oc2cc3oc4c(c3cc12)CCCC4
14. CC(C)C(C(=O)NCC1CCCO1)N(Cc1ccco1)C(=O)CNS(=O)(=O)c1ccc(F)cc1 (stereo not drawn)
15. O=C(CN1C(=O)NC2(CCCCC2)C1=O)N1CCN(S(=O)(=O)c2ccc(F)cc2)CC1
16. COc1ccc(N2CCN(C3CCCCC3NS(=O)(=O)c3ccc(Cl)cc3)CC2)cc1 (stereo not drawn)
17. COc1ccc(C2SCC(=O)N2C)cc1 (stereo not drawn)
18. CC(=C/c1ccccc1)/C=N/NC(=O)c1cnccn1
19. NC(=O)c1cc(N=Nc2c(N)[nH]n(-c3c(Cl)cc(Cl)cc3Cl)c2=O)ccc1Cl
20. Cc1ccc(NC(=S)N(CCCN(C)C)Cc2cc3cc4c(cc3[nH]c2=O)OCO4)c(C)c1

Compound	11	12	13	14	15	16	17	18	19	20
PLK1 PBD block	0%	-16%	-15%	-6%	-6%	-6%	-23%	-1%	-13%	-5%
EPAC1 agonist	13%	-4%	0%	5%	0%	13%	3%	-5%	-5%	-3%
WRN inhibitor	-11%	-5%	-6%	-7%	-9%	9%	-6%	4%	-8%[57.1 µM]	10%
PI5P4Ka inh	5	3	2	4	-2	7	.	-2	-8	-1
EPAC1 antagonist	-1%	-17%	-13%	-19%	-5%	-10%	-7%	-20%	4%	2%
FUS yeast rescue	.	14%	9%	1%	11%	6%	33%	3%	-12%	-27%
IL2 activator	-0.6	2.4	0.3	-0.8	0.9	-2.3	0.2	-0.6	2.3	-0.9
Abeta rescue	16%	27%	-14%	-7%	-1%	14%	16%	5%	-13%	-1%

Single entries from the list.
Result of compound 18 in EPAC1 agonist: -5%
Result of compound 7 in EPAC1 agonist: 6%
Result of compound 6 in FUS yeast rescue: 11%
Result of compound 3 in PLK1 PBD block: -6%
Result of compound 11 in PI5P4Ka inh: 5

Later entries.
21. CC(C)(c1ccccc1)c1ccc(OCCN2CCCC2)cc1
22. C=CCNC(=O)CCC(=O)NNc1nc2ccccc2c2nc(-c3ccccc3)nn12
23. CC(C)NC(=S)NN(c1ccccc1)c1ccccc1
24. CNC(=O)CS(=O)(=O)CC(=O)Nc1cc(OCCOC)c(Cl)cc1Cl
25. CC(=O)Nc1ccc(NC(=O)C(C)OC(=O)c2ccc(C)s2)cc1 (stereo not drawn)
26. CC(C)N1C(=O)C2ON(c3ccccc3)C(c3cccs3)C2C1=O (stereo not drawn)
27. CC(=O)c1cccc(NC(=O)c2sc3nc4n(c(=O)c3c2C)CCCCC4)c1
28. O=C(Nc1ccc(Cl)cc1)c1cc(Br)ccc1OCC(=O)N1CCOCC1
29. COc1nc(OC)nc(N2CCCCCC2)n1
30. COc1ccc(CN2CC(C(=O)NCCc3ccc(Cl)cc3)CC2=O)cc1 (stereo not drawn)

Compound	21	22	23	24	25	26	27	28	29	30
PLK1 PBD block	-14%	-15%	-19%	-6%	-7%	-3%	-7%	-11%	3%	-1%
EPAC1 agonist	3%	-2%	0%	17%	-12%	7%	9%	15%	5%	-1%
WRN inhibitor	-3%	2%	-11%	-5%	8%	0%[57.1 µM]	1%	-32%	1%[57.1 µM]	-6%[57.1 µM]
PI5P4Ka inh	0	1	1	-3	-2	10	3	-5	.	17
EPAC1 antagonist	-14%	-12%	6%	-10%	-9%	0%	-5%	-20%	4%	11%
FUS yeast rescue	-1%	-6%	20%	13%	32%	12%	6%	.	-13%	8%
IL2 activator	-2.6	-3.2	1.9	1.0	-1.1	3.2	0.5	-1.1	-0.2	0.9
Abeta rescue	18%	-4%	-13%	-1%	-3%	20%	-7%	-4%	-1%	12%

31. O=c1c(-c2ccc3c(c2)OCCO3)coc2c(CN3CCOCC3)c(O)ccc12
32. Nn1c(SCC(=O)Nc2ccc3c(c2)OCO3)nnc1-c1ccccc1
33. CCCc1c(C(=O)N/N=C(\C)c2cc(C)sc2C)nnn1-c1nonc1N
34. Cc1cc(Br)cn2c(Cc3ccccc3)c(-c3ccccc3)nc12
35. N#Cc1c(N)[nH]c(C(=O)c2ccccc2)c1-c1ccccc1Br
36. CCOC(=O)C1(C)CCCN(C(=O)c2cccc(C(F)(F)F)c2)C1 (stereo not drawn)
37. Cc1noc(C)c1COC(=O)c1ccc2c(c1)OCCO2
38. CC(C)CC(N)c1csc(NC(=O)Nc2ccccc2-c2ccccc2)n1 (stereo not drawn)
39. O=C(CCc1nc2ccccc2c(=O)[nH]1)Nc1cc(C(F)(F)F)ccc1N1CCCC1
40. CCN(CC)S(=O)(=O)c1ccc(-c2nnc(SCc3nnc(-c4ccccc4)o3)o2)cc1

Compound	31	32	33	34	35	36	37	38	39	40
PLK1 PBD block	-8%	-12%	-11%	-1%	-7%	-8%	-2%	3%	0%	3%
EPAC1 agonist	2%	-7%	1%	1%	-1%	-3%	-1%	-10%	-1%	-8%
WRN inhibitor	4%	-4%	0%	-10%	-10%	4%	8%	7%	0%	-11%[57.1 µM]
PI5P4Ka inh	0	.	1	-1	-18	2	6	-2	2	.
EPAC1 antagonist	13%	-2%	-11%	-19%	-25%	-9%	5%	1%	-5%	18%
FUS yeast rescue	9%	23%	0%	18%	5%	7%	12%	?	-5%	4%
IL2 activator	0.1	-0.8	-3.3	-0.7	0.3	1.4	-2.8	-0.9	0.8	-2.3
Abeta rescue	9%	0%	-3%	-22%	2%	-16%	8%	12%	2%	22%

41. CCn1cc(CNC(=O)/C=C/c2ccc([N+](=O)[O-])cc2)cn1
42. O=C(CNC(=O)c1ccc(Cl)cc1Cl)NCC(=O)Nc1ccccc1N1CCOCC1
43. CCC(C)NS(=O)(=O)c1ccc(N)cc1 (stereo not drawn)
44. CC(=O)c1cnn(-c2cc(Oc3ccccc3C)ncn2)c1C
45. O=S1(=O)C[C@@H](N2CCC(Cc3ccccc3)CC2)[C@H](COCc2ccccc2)N1
46. Nc1c(C(=O)N2CCOCC2)sc2nc3c(cc12)CCCC3
47. Cc1nc2ncnn2c(C)c1C/C=C/c1ccccc1
48. CC(C)c1ccccc1OCC(=O)Nc1ccc2[nH]ncc2c1
49. CCO[C@H]1OC(C(=O)NCc2ccccc2)=C[C@@H](C(C)(C)C)[C@@H]1CCCO

Compound	41	42	43	44	45	46	47	48	49
PLK1 PBD block	-7%	-9%	-9%	-1%	1%	-5%	-8%	-3%	-11%
EPAC1 agonist	-19%	2%	13%	2%	-9%	-6%	14%	8%	-7%
WRN inhibitor	-23%	2%	-11%	0%	5%	-5%	-31%	-9%	4%
PI5P4Ka inh	0	-8	-1	17	1	2	-9	-3	-2
EPAC1 antagonist	-4%	-12%	0%	8%	6%	-1%	9%	-19%	-14%
FUS yeast rescue	.	-5%	-1%	17%	4%	-5%	-3%	-1%	20%
IL2 activator	-4.1	-0.5	0.0	-0.2	-2.6	-3.2	-3.2	-1.2	-2.5
Abeta rescue	-8%	0%	9%	3%	13%	-8%	-4%	-14%	-4%

As a short view, 2 of the compounds above.
48. CC(C)c1ccccc1OCC(=O)Nc1ccc2[nH]ncc2c1
49. CCO[C@H]1OC(C(=O)NCc2ccccc2)=C[C@@H](C(C)(C)C)[C@@H]1CCCO

Compound	48	49
PLK1 PBD block	-3%	-11%
EPAC1 agonist	8%	-7%
WRN inhibitor	-9%	4%
PI5P4Ka inh	-3	-2
EPAC1 antagonist	-19%	-14%
FUS yeast rescue	-1%	20%
IL2 activator	-1.2	-2.5
Abeta rescue	-14%	-4%
